High-throughput results as filed in PubChem BioAssay.
Gli-Sufu block – Gli-Sufu pathway antagonists, primary screen, luciferase luminescence, Sufu-KO-LIGHT cells, uHTS; Sufu-KO-LIGHT fibroblasts, Gli luciferase reporter luminescence; inhibition, % at 5 µM; hit rate 0.74% among 340,000; AID 588413, 2011;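 active means inhibition above about 55%, limit read from the data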;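 further: 0% = DMSO-treated cells and 100% = wells with medium but no cells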
EBI2 antag – EBI2 receptor antagonists, beta-arrestin recruitment, primary screen, cell-based, luminescence, 7a,25-OHC stimulation, uHTS. AID 651636, 2012. hit rate 0.81% among 360,000. 7a,25-OHC stimulated. inhibition, % at 5 µM; in the data active means inhibition above about 38%;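 further: enzyme fragment complementation signal reports receptor beta-arrestin coupling in cells; 0% = agonist plus DMSO wells and 100% = wells without agonist; some results beyond the cut were filed as inactive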
Target sequence (P32249 whole entry, looked up, the tested form may be a part): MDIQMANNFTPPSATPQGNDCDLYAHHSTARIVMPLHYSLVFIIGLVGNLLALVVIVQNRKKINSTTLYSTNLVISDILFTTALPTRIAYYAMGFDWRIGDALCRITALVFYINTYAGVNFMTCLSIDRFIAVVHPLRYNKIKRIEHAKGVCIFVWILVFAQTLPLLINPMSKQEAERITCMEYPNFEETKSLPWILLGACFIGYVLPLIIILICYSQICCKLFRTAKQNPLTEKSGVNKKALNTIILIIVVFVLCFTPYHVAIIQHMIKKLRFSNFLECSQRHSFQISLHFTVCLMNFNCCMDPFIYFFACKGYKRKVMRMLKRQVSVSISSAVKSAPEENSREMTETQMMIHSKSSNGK
Jurkat NFkB inh – inhibitors of induced NF-kB luciferase reporter, primary screen, TCR NF-kB activation inhibitor project, cell-based, luminescence, uHTS; inhibition, % at 4 µM; Jurkat, PMA/ionomycin-induced NF-kB luciferase reporter; hit rate 0.53% among 330,000; in the data active means inhibition above about 50%
CXCR6 block – CXCR6 receptor inhibitors, primary screen, cell-based, beta-arrestin, luminescence, CHO-K1 PathHunter, 1536-well; inhibition, % at 20 µM; C-X-C chemokine receptor type 6 (Homo sapiens), O00574; AID 602244, 2012; hit rate 0.36% among 360,000; in the data active means inhibition above about 34%, passing the limit was not always enough;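 further: antagonist mode with CXCL16 agonist at 10 nM final; 0% = 10 nM CXCL16 with DMSO and 100% = unstimulated wells without agonist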
Target sequence (O00574 whole entry, looked up): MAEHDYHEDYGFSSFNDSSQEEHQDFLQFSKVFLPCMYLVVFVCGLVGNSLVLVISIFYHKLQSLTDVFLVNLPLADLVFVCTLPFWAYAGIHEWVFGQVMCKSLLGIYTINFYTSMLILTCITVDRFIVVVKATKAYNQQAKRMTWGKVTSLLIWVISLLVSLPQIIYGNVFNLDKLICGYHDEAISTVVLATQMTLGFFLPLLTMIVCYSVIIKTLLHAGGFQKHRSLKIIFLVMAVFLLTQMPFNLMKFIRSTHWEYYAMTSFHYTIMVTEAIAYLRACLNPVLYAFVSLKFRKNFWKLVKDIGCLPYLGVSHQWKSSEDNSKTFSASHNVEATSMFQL
UPR XBP1 act – activators of adaptive XBP1 UPR arm, primary screen, cell-based, CHO-XBP1 luciferase reporter, luminescence, uHTS; IRE1-XBP1 UPR activation; percent of tunicamycin response, DMSO as zero; activation, % at 20 µM; hit rate 0.33% among 330,000; AID 463104, 2010;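 active means versus positive control, 20 µM dose yields 30% or more activation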;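 further: 100% = tunicamycin at 10 µg/mL and 0% = DMSO only wells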
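Material: CHO cell line with stable XBP1 luciferase reporter; schedule: 16-18 h cell attachment at 37 °C, then 6 h compound exposure; signal: glow luminescence from Steady-Glo reagent; medium: serum-containing F12 medium, 10% FBS; benchmarks: tunicamycin 10 µg/mL and vehicle-only wells; read-out: percent activation relative to tunicamycin reference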
Mdm2-MdmX inh – inhibitors of human Mdm2-MdmX association, primary screen, cell-based, luminescence, split luciferase, SaOS-2, uHTS. hit rate 3% among 330,000. AID 485346, 2010. inhibition, % at 8 µM. SaOS-2 split-luciferase Mdm2/MdmX complementation;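 active means inhibition of at least 50% at 8 µM in the primary screen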
CCR6 antagonist – CCR6 receptor antagonists, primary screen, cell-based, CHO-K1, luminescence, beta-arrestin, uHTS; CHO-K1 CCR6 PathHunter beta-arrestin, CCL20-stimulated; hit rate 0.49% among 340,000; inhibition, % at 20 µM;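 active means compounds whose inhibition of the agonist-driven luminescence signal at 20 µM reaches about 50%, limit read from the data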;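 further: cells stimulated with CCL20 at 14 nM final; plate controls were DMSO with CCL20 for no effect and DMSO without agonist for full effect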
Target sequence (P51684 whole entry, looked up): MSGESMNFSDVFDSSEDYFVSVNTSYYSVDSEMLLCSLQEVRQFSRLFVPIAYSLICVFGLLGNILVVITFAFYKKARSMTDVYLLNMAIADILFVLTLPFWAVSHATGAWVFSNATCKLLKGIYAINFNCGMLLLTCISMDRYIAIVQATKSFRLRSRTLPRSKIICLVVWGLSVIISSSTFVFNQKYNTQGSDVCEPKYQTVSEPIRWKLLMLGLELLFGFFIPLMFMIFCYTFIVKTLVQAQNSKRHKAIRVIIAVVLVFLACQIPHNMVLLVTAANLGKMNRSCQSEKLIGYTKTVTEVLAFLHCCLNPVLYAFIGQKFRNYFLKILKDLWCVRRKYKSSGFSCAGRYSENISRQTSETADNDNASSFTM
697 NFkB inh – inhibitors of PMA/ionomycin-induced NF-kB reporter, 697 cells, primary screen, B-cell NF-kB inhibitor project, cell-based, luminescence, uHTS. hit rate 0.33% among 330,000. inhibition, % at 4 µM. 697 B-cell NF-kB luciferase reporter, 16 h. AID 435022, 2010; in the data active means inhibition above about 35%
CHOP UPR activ – activators of apoptotic CHOP UPR arm, primary screen, cell-based, CHO-CHOP luciferase reporter, luminescence, uHTS; UPR activation; percent of tunicamycin response over DMSO baseline; activation, % at 10 µM; hit rate 0.34% among 330,000; AID 449763, 2010;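 active means at 10 µM dose, activation of 40% or more, normalized to positive control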;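 further: 100% = tunicamycin at 10 µg/mL and 0% = DMSO alone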
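Assay system: CHO-CHOP cells, stable luciferase reporter of PERK-eIF2a-CHOP signalling / Buffer or medium: F12 plus 10% serum / Compound dosing: one dose, 10 µM in 0.5% DMSO / Times: 6 h compound treatment, 37 °C / Technique: luciferase luminescence / Read-out: % reporter activation, DMSO baseline versus tunicamycin full activation / Benchmarks: tunicamycin and DMSO controls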
Active calls of the source: *; / = no result given.

SMILES	Gli-Sufu block	EBI2 antag	Jurkat NFkB inh	CXCR6 block	UPR XBP1 act	Mdm2-MdmX inh	CCR6 antagonist	697 NFkB inh	CHOP UPR activ
O=C(CSc1nnc2c(n1)[nH]c1ccc(F)cc12)Nc1ccccc1F	8	-17	-46	3	-5	13	8	-21	-1.2
COc1ccc(CN(C(=O)c2ccco2)c2ccc(C)cc2)cc1OC	4	-2	-41	5	1	-7	10	-44	2.7
O=C(O)CCN(CCC(=O)O)S(=O)(=O)c1ccccc1	5	1	27	-12	-2	23	5	-56	1.3
Cc1nc2ccccc2nc1SCC(=O)c1ccccc1	0	2	2	-11	0	-2	11	-57	-1.6
CCCNC(=O)CC(NS(=O)(=O)c1ccc(Cl)cc1)c1ccco1 (configuration not stated)	1	-13	1	8	0	15	23	25	1.6
Nn1c(SCC(=O)Nc2ccc(F)cc2)nnc1-c1cccnc1	3	1	-8	-5	2	10	-6	10	4.3
C[C@@]12CCC3[C@@](CCC4[C@@]3(C)CCC[C@@]4(C)C(=O)NCc3ccccc3)(CC1=O)C2 (some centres not stated)	11	7	-2	-2	-3	11	4	8	1.0
CN(Cc1ccccc1)C(=O)c1ccc(NC(=O)Cc2cccc([N+](=O)[O-])c2)cc1	-2	0	-2	0	0	17	10	10	-1.7
O=c1cc(Cc2ccc([N+](=O)[O-])cc2)[nH]c(=O)[nH]1	-4	2	/	-2	/	/	2	/	/
O=C(CCc1ccccc1)NNC(=O)Nc1cccc(Cl)c1	3	6	18	-2	-6	12	12	27	-0.4
O=C(NCCCCNC(=O)C1CCCC1)C1CCCC1	0	0	3	-2	2	5	3	2	0.5
CCOc1ccccc1N1C(=O)CC(Sc2ncccc2C(=O)O)C1=O (configuration not stated)	3	-4	-3	-3	-5	-28	-5	-9	0.4
CCOc1ccccc1OCCCC(=O)Nc1cc(S(=O)(=O)N2CCOCC2)ccc1OC	-1	-1	5	7	-4	15	22	-5	0.7
O=C(NCc1ccc2c(c1)OCO2)c1ccncc1	4	-13	10	3	-3	0	-13	15	1.2
CC(=O)C1=C(O)CC(c2ccccc2)CC1=NCCc1c(C)[nH]c2ccc(C)cc12 (configuration not stated)	6	13	-4	7	-4	-13	15	-11	-0.7
O=C(Nc1nnc(-c2ccccc2Cl)o1)c1cccnc1	-7	-18	-12	0	0	18	4	3	2.7
CC(C)CCn1c(=O)c(C(=O)N/N=C/c2cccc(F)c2)c(O)c2ccccc21	-1	2	-7	12	37*	12	10	-50	5.9
NC(=O)c1ccccc1N/C=C/C(=O)c1cccs1	14	-4	-82	8	-1	-160	4	-128	1.2
CC(C)(C)OC(=O)NOCC(=O)N(Cc1ccccc1)CC(O)COc1ccccc1 (configuration not stated)	-10	-2	-22	2	0	-4	8	-9	0.3
N#Cc1nc(-c2ccccc2)oc1N1CCN(C(=O)c2ccco2)CC1	-1	2	-6	-11	-3	4	5	7	0.5
O=C(c1ccncc1)N1CCN(C2CCC(c3ccccc3)CC2)CC1 (configuration not stated)	7	6	2	7	-1	-16	15	-29	-0.7
C=CCn1c(COc2ccc(Cl)cc2)nnc1SCC(=O)c1c(N)n(C)c(=O)n(C)c1=O	0	-1	14	-2	1	1	-6	19	0.7
CC(C)CN(C)Cc1c(C(=O)N2CCc3ccccc3C2)nc2ccc(Cl)cn12	22	25	-12	12	-2	-2	15	10	-0.2
COC(=O)C1=C(C)N(Cc2cccnc2)C(=O)/C1=C\c1sccc1C	11	-4	10	2	3	7	17	19	-1.1
CC(=O)c1c(C(C)=O)c(C)n(-c2cccc3cccnc23)c1C	-6	-2	0	-6	-2	3	-4	6	-1.7
Next entries:
SMILES	Gli-Sufu block	EBI2 antag	Jurkat NFkB inh	CXCR6 block	UPR XBP1 act	Mdm2-MdmX inh	CCR6 antagonist	697 NFkB inh	CHOP UPR activ
Cc1c(Cl)c(C(=O)N2CCCCCC2)nn1C	30	-6	2	1	-3	8	12	-2	-0.2
CCN(CC)S(=O)(=O)c1ccc(-c2nnc(SCC(=O)Nc3ccc(OC)cc3)o2)cc1	1	4	7	8	0	-1	15	19	0.5
COC(=O)c1ccccc1S(=O)(=O)Oc1ccc(-c2ccc(C(=O)O)cc2)cc1	7	-4	5	-6	-2	28	12	5	-1.0
O=S(=O)(c1ccccc1)c1ncc(C(F)(F)F)cc1Cl	3	-58	-9	-8	-4	61*	-17	-10	19
CCCCn1c(N)c(N(CCC(C)C)C(=O)COC(=O)c2ccc([N+](=O)[O-])s2)c(=O)[nH]c1=O	4	-18	-21	-8	1	24	-6	-25	-1.1
CC(C(=O)OCC(=O)Nc1ccc(S(=O)(=O)N2CCCCC2)cc1)N1C(=O)c2ccccc2C1=O (configuration not stated)	-11	-12	-35	-2	-3	-8	8	-18	-1.0
Cc1ccc(CNC(=O)CCc2nnc3ccc(N4CCC5(CC4)OCCO5)nn23)cc1	-2	-7	-12	0	-1	13	8	3	-1.7
COc1ccc(-c2nc(CCl)cs2)cc1OC	60*	3	-24	-7	6	12	4	-7	-2.6
Cc1cc(C)n(CC(=O)NC2CCCc3c2cnn3-c2ccccc2F)n1 (configuration not stated)	-30	-1	-15	-6	-4	-5	11	-29	0.2
CCN(CC(=O)NCCc1ccc(F)cc1)Cc1nc2ccccc2c(=O)[nH]1	7	9	-8	-10	-2	9	-3	-1	-1.3
C=CCc1cc(C)ccc1OCCOCCN1CCN(C)CC1	16	-12	-14	5	-4	6	21	-31	-0.2
c1ccc(CCn2nnnc2C(c2cccs2)N2CCN(Cc3ccc4c(c3)OCO4)CC2)cc1 (configuration not stated)	-3	9	16	8	-2	13	11	-6	-0.6
Cc1nnnn1/C(=C\c1ccccc1)C(=O)OCC(=O)NC(C)(C)C	11	-36	15	-3	-3	37	-4	-56	-1.0
CC(=O)C1=C(O)C(=O)N(Cc2ccccc2)C1c1ccc(Br)cc1 (configuration not stated)	21	-4	3	2	-6	6	9	14	2.4
COc1ccc(CCNC(=O)C2CCCN2C(=O)Nc2cccc(OC)c2)cc1 (configuration not stated)	-2	-6	-20	-5	-5	-17	1	-2	1.3
CCOc1ccc2c(c1)OC1(CCC(C)C1)CC2=O (configuration not stated)	-27	-7	-1	3	5	-4	5	-13	2.2
CCCn1c(=O)c2sccc2n2c(CCCC(=O)NCc3ccco3)nnc12	-2	-14	4	-1	-5	10	8	-10	-0.8
COC(=O)C1=C(C(=O)OC)[C@@H]2N(Cc3ccccc3)c3ccccc3[C@@]23C[C@@H](C(=O)OC)N(C(=O)c2cc(C)oc2C)C3=N1	-2	-7	21	9	-1	57*	6	19	2.1
CCOC(=O)C1=CN2CCC[C@H]2CC1=O	2	3	12	-6	-1	7	6	-1	-2.9
O=C(Nc1ccc2nc(-c3ccccn3)[nH]c2c1)C1CCCCC1	-31	1	-56	-12	5	-40	-3	-44	3.9
CC(C)NC(=S)N(CCc1ccncc1)C(C)C	-4	-4	-1	0	-2	-3	-9	8	1.1
COc1ccc(C(=O)CSc2nnc(CN3CCCC3)n2-c2ccc(F)cc2)c(OC)c1	15	-5	-9	14	-1	-20	14	9	-1.6
CCc1ccc(N(CC)C(=O)c2ccc3c(Cl)c4c(nc3c2)CCC4)cc1	-20	5	-5	15	-1	56*	28	1	0.8
CCOC(=O)CNC(=O)CSc1nnc(-c2c[nH]c3ccccc23)n1CC	-1	-4	5	2	1	11	5	-5	-0.6
Cc1cc(C)c2[nH]c(=O)c(CN(Cc3ccco3)C(=S)NCC3CCCO3)cc2c1 (configuration not stated)	4	9	5	1	-3	16	8	19	-1.2

Sorted by molecular weight (falling): some entries from above
SMILES	Gli-Sufu block	EBI2 antag	Jurkat NFkB inh	CXCR6 block	UPR XBP1 act	Mdm2-MdmX inh	CCR6 antagonist	697 NFkB inh	CHOP UPR activ
COC(=O)C1=C(C(=O)OC)[C@@H]2N(Cc3ccccc3)c3ccccc3[C@@]23C[C@@H](C(=O)OC)N(C(=O)c2cc(C)oc2C)C3=N1	-2	-7	21	9	-1	57*	6	19	2.1
CC(C(=O)OCC(=O)Nc1ccc(S(=O)(=O)N2CCCCC2)cc1)N1C(=O)c2ccccc2C1=O (configuration not stated)	-11	-12	-35	-2	-3	-8	8	-18	-1.0
CCCCn1c(N)c(N(CCC(C)C)C(=O)COC(=O)c2ccc([N+](=O)[O-])s2)c(=O)[nH]c1=O	4	-18	-21	-8	1	24	-6	-25	-1.1
CC(C)NC(=S)N(CCc1ccncc1)C(C)C	-4	-4	-1	0	-2	-3	-9	8	1.1

Carrying on.
SMILES	Gli-Sufu block	EBI2 antag	Jurkat NFkB inh	CXCR6 block	UPR XBP1 act	Mdm2-MdmX inh	CCR6 antagonist	697 NFkB inh	CHOP UPR activ
O=C(c1ccc2nc(N3CCOCC3)sc2c1)N1CCN(c2ccc(Cl)cc2)CC1	-16	1	16	-13	-2	36	5	-1	2.1
COc1ccc(C(=O)NC2CCN(CC(=O)NCc3cccc(OC)c3)CC2)cc1	37	3	12	-2	0	27	15	1	-2.0
COc1cccc(N2CCN(C(=O)c3cc4c(s3)CCCCC4)CC2)c1	-11	-12	-32	-8	3	-28	8	-4	2.0
COc1ccc(S(=O)(=O)N2CCOCC2)c(Cl)c1Cl	9	-2	-18	-6	6	0	-2	-15	-1.1
Cc1cc(CNC(=O)C2(C(F)(F)F)C/C(=C\CCO)CCCO2)nn1C (configuration not stated)	1	-10	-14	-1	1	-7	-2	6	-0.9
Cc1nn(-c2ccccc2)c(C)c1/C=N\N1CCN(c2ccc(Cl)cc2)CC1	15	18	5	12	-9	25	-33	-4	-2.5
O=C(c1ccoc1)N1CCC(CO)(CCc2ccccc2)CC1	-11	5	-4	4	3	-13	0	8	2.0
Cn1c(=O)oc2cc(S(=O)(=O)N3CCC(C(=O)NCc4ccc(F)cc4)CC3)ccc21	5	-2	-4	8	-1	24	7	17	2.7
Cc1c(C(=O)C(=O)N2CCN(Cc3ccc4c(c3)OCO4)CC2)c2ccccc2n1C	11	-10	-1	1	-1	5	7	16	-1.2
Cn1c(N)c(C(=O)COC(=O)c2ccc(Cl)c(S(=O)(=O)N3CCCCC3)c2)c(=O)n(C)c1=O	-1	-5	14	5	0	3	16	-39	0.6
O=S(=O)(c1cccc2nsnc12)N1CCc2ccccc21	19	2	/	1	/	/	9	/	/
Nc1cccc2cnccc12	1	-13	11	-18	2	-24	-2	6	-0.6
COc1ccc(Nc2ncnc3c2c(C)c(C)n3CCCN(C)C)cc1	49	-10	-41	3	-3	17	8	-35	2.1
COc1ccc(Cl)cc1S(=O)(=O)N1CCC(C(=O)NCCc2ccccc2)CC1	8	10	-2	3	-5	-5	5	-6	0.9
CCCOC1CCCN(C(=O)c2ccc(OC3CCN(Cc4ccccn4)CC3)cc2)C1 (configuration not stated)	16	6	-2	-4	-1	14	-5	-22	2.0
O=C(Cc1ccc(Cl)cc1)NNC(=O)Nc1cccc2ccccc12	-5	-1	-3	-2	5	24	5	6	-2.8
COc1ccc(C(=O)C2CCCN(C(=O)c3ccoc3C)C2)cc1F (configuration not stated)	1	-11	-11	-4	-3	17	12	8	0.2
